PKM2 activator – increases activity of human pyruvate kinase M2; P14618; purified PKM2, Kinase-Glo ATP luminescence, activation; response scale: 0% is enzyme alone, no compound; Potency, µM (highest dose often 57.5 µM), for the others: at the top dose activation, usual class: activators; actives 0.34% (n = 260,000); AID 1631; further: potency means the concentration at half of the fitted maximal effect; on the % scale 0 is the no-effect control and ±100 the full control effect; nearly all actives have a fitted effect of over 55% in size
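Purified hPK-M2 (>95% pure) converted ADP (0.1 mM final) to ATP with 0.5 mM PEP in 50 mM imidazole pH7.2, KCl, MgCl2, Tween 20, BSA; 1 h at room temperature. ATP detected by Kinase-Glo luminescence.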
Menin-MLL TR inh – menin-MLL binding inhibition, Texas Red mutant peptide | actives 0.23% (n = 270,000) | Potency, µM (top dose mostly 61.6 µM), without a hit: top-dose FP activity change, negative = inhibition, most hits filed as inhibitors | Menin + Texas Red MLL mutant peptide, fluorescence polarization; active means well fitted inhibition curve with a large enough effect in the polarisation, with a control signal flat, not every such curve was filed as active; inconclusive means small, poorly fitted or top-dose-only effect, or effect the other way, or a change in a side signal; inactive means no such curve, though single readings can be large or run the other way; the % refers to the polarisation; further: potency means the concentration at half of the fitted maximal effect; % of control where 0% means no effect; many of its hits are not listed in these tables
Giardia kill – Giardia lamblia killing; actives 0.15% (n = 340,000); AID 540267; activity change, % at 7.66 µM, hits read low; Giardia lamblia trophozoite viability; in the data active means activity change below about -80%; inconclusive means between about -30% and that limit;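 further: parasites exposed to compound for two days anaerobically before the ATP read; on the % scale 0 is the no-effect control and ±100 the full control effect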
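Giardia lamblia trophozoites (100 cells/well) were incubated with compounds for 48 h at 37 deg C under anaerobic conditions. Viability was read as ATP content by one-step luminescence after 15-30 min at room temperature.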
VP16 counter – inhibits Gal4-VP16 luciferase reporter, ROR gamma counter-screen | Drosophila S2 Gal4-VP16 UAS-luciferase, luminescence, 20 h | Potency, µM (top dose mostly 53.6 µM), inactives show at the highest dose activity, negative = inhibition, actives largely listed as inhibitors | actives 3.5% (n = 310,000) | AID 2546;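 further: Gal4-VP16 expression switched on by copper sulfate through the metallothionein promoter; potency means the concentration at half of the fitted maximal effect; on the % scale 0 is the no-effect control and ±100 the full control effect; nearly all actives have a fitted effect of over 50% in size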
ELG1 genotoxic – induces genotoxicity in HEK293T cells with luciferase-tagged ELG1; HEK293T ELG1-luciferase reporter, luminescence, 16 h; Potency, µM (top dose mostly 46 µM), without a hit: at the highest dose activity change, positive = activation, actives largely listed as activators; actives 1.3% (n = 330,000); AID 504466; further: potency means the concentration at half of the fitted maximal effect; % of control where 0% means no effect; nearly all actives have a fitted effect of over 60% in size
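Cells (2,000/well) expressing the ELG1-luciferase fusion are dosed by pin tool and kept 16 hr at 37 °C, 5% CO2. Signal comes from ONE-Glo luciferase reagent after 30 min at room temperature.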
p53 reactivator – restores transcriptional activity of mutant p53 | H1299 p53-A138V BP100-luciferase reporter, luminescence, 24 h | Potency, µM (highest dose often 92.2 µM), for inactives: at the top dose activity change, positive = activation, hits mostly activators | actives 0.063% (n = 320,000) | AID 504706; further: potency means the concentration at half of the fitted maximal effect; % of control where 0% means no effect; nearly all actives have a fitted effect of over 45% in size
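p53-null H1299 cells stably carrying temperature-sensitive p53-A138V and a BP100-luciferase reporter were pinned with compounds (4-point, 1:5 series) and held 24 hrs at 37 deg C. Luminescence was read 10 min after detection reagent.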
Rab9 promoter act – activators of Rab9 promoter. Potency, µM (doses to about 9.22 µM), without a hit: at the highest dose activation, negative = inhibition, actives largely listed as activators. actives 2.8% (n = 320,000). Huh7 Rab9 promoter-luciferase reporter, luminescence, 24 h. AID 485297; further: potency means the concentration at half of the fitted maximal effect; % of control where 0% means no effect; nearly all actives have a fitted effect of over 60% in size
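Huh7 cells stably carrying Rab9 promoter–luciferase reporter, plated 1500 cells/well, compound added after 2 h and incubated 24 h at 37 °C; luciferase luminescence then read after 10 min with detection reagent.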
RORgamma inh – ROR gamma (mouse) transcription inhibition; P51450; Drosophila S2 Gal4-RORgamma UAS-luciferase reporter, 20 h; Potency, µM (titrated, usually from 53.6 µM), for inactives: at the highest dose activity change, negative = inhibition, usual class: inhibitors; actives 5.4% (n = 310,000); AID 2551; further: potency means the concentration at half of the fitted maximal effect; on the % scale 0 is the no-effect control and ±100 the full control effect; nearly all actives have a fitted effect of over 60% in size
Target sequence (P51450 whole entry, looked up, the tested form may be a part): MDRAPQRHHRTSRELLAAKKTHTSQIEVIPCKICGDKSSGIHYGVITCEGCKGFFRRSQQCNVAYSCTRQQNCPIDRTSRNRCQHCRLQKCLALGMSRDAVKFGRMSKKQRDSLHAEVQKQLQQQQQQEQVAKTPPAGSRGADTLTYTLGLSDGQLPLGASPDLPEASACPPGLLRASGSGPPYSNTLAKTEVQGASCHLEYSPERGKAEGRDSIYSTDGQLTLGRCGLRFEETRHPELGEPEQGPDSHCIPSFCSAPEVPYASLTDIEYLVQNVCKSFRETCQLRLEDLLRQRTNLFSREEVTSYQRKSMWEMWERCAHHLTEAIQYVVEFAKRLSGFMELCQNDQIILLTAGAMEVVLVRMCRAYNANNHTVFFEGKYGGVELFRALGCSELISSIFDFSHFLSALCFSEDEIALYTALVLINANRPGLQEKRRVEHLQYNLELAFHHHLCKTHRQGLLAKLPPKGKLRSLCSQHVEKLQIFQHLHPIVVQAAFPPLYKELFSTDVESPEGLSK
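Compounds are pin-transferred onto Drosophila Schneider cells expressing a copper-inducible Gal4–ROR gamma transactivation domain fusion. After 1 hr, copper sulfate is added to 700 uM final; luciferase is read 20 hr later.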
BRCA1 expr up – BRCA1 expression activation; MCF7-BRCA1-FFLuc reporter, luminescence, 48 h; response scale: scaled: vehicle 0%, 10 µM genistein 100%; Potency, µM (doses to about 46.1 µM), for the others: top-dose activation, usual class: activators; actives 1.1% (n = 380,000); AID 624202; further: potency means the concentration at half of the fitted maximal effect; nearly all actives have a fitted effect of over 80% in size; some results filed as inactive show a strong effect at the top dose
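MCF7-BRCA1-FFLuc cells, 2000/well in phenol-red-free MEM, attached 2 h then treated 48 h at 37 C. Luciferase luminescence read 15 min after reagent; normalized to genistein maximum activation (10microM) and DMSO, concentration-response fitted.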
FLuc modulator – inhibits or activates purified firefly luciferase, miR-21 counter-screen. P08659. purified FLuc, Km substrates, luminescence inhibition. Potency, µM (highest dose often 57.5 µM), for inactives: top-dose activity change, negative = inhibition, actives largely listed as inhibitors. actives 6.9% (n = 360,000);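 further: potency means the concentration at half of the fitted maximal effect; plate controls were vehicle for no effect and reference inhibitor for full effect; nearly all actives have a fitted effect of over 55% in size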
Target sequence (P08659 whole entry, looked up): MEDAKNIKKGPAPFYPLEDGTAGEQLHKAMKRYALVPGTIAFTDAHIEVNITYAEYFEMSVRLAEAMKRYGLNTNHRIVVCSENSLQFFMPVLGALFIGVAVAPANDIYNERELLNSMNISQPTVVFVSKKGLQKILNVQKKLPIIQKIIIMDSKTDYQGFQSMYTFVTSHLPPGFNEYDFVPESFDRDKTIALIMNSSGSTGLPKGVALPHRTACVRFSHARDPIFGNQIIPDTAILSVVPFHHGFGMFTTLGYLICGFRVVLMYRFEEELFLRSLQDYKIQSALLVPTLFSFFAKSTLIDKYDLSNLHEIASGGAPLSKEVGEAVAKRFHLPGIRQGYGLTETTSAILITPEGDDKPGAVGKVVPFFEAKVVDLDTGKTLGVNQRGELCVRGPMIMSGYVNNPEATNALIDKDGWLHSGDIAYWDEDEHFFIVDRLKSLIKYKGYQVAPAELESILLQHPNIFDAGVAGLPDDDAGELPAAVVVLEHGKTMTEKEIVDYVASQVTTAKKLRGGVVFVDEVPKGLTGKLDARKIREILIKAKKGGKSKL
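Purified P. pyralis luciferase (10nM final) with 10uM D-luciferin and 10uM ATP (Km levels) in 50mM Tris acetate pH 7.5, 10mM Mg acetate, 0.01% Tween-20, 0.05% BSA; qHTS 6-point titration, ~60 µM downward; luminescence read.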
NPC1 prom act – NPC1 promoter activation; AID 485313; Potency, µM (titrated, usually from 9.22 µM), without a hit: at the highest dose activation, most hits filed as activators; actives 2.4% (n = 320,000); Huh7 NPC1 promoter luciferase reporter, 24 h;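 further: potency means the concentration at half of the fitted maximal effect; % of control where 0% means no effect; nearly all actives have a fitted effect of over 60% in size; reporter is driven by a mutant NPC1 promoter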
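In 1536-well qHTS, Huh7 cells harboring an NPC1 promoter–luciferase construct received compound for 24 h; activation was quantified by luminescence following luciferase reagent addition.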
An asterisk follows results filed as active; ? = inconclusive; / = not tested or not shown; [ ] = another dose, or the depositor's remark. Unless noted, the call rests on the fitted dose curve; in most records, active means well fitted curve in the direction sought with a large enough effect; inconclusive means small, poorly fitted or top-dose-only effect, or another doubt; inactive means no such curve, though single readings can be large; an effect the other way counts as inactive or inconclusive.

No.	SMILES	PKM2 activator	Menin-MLL TR inh	Giardia kill	VP16 counter	ELG1 genotoxic	p53 reactivator	Rab9 promoter act	RORgamma inh	BRCA1 expr up	FLuc modulator	NPC1 prom act
1	O=C(CN1C(=O)c2ccccc2C1=O)NC1CCCCCC1	2%	1%	-14	-7%	1%	3%	0%	-33%	9%	0%	-5%
2	CC(C)N(Cc1ccccc1)C(=S)Nc1ccc(OC(F)F)cc1	10%	15%	3	-6%	-2%	-2%	2%	?	-6%	-15%	0%
3	CCOc1ccc(C(=O)N(CC(=O)Nc2cccc(C)c2C)CC2CCCO2)cc1OC (configuration not stated)	/	/	8	/	1%	0%	-2%	/	-15%	10%	0%
4	C=CCOC(=O)C1=C[C@H](C2CCCCC2)[C@@H](CCCO)[C@H](OCC)O1	-1%	?	6	-12%	-8%	-3%	14%	15%	-8%	-1%	-2%
5	Cc1cc(F)ccc1S(=O)(=O)Nc1ccccc1C(=O)NC1CCN(Cc2ccccc2)CC1	/	/	0	/	0%	-5%	-1%	/	-34%	5%	-5%
6	COc1ccc(S(=O)(=O)N2CCCC2CNC(=O)C(=O)Nc2ccc(F)cc2)cc1 (configuration not stated)	/	/	-5	/	-2%	18%	0%	/	23%	-22%	22%
7	COC(C(=O)Nc1ccnn1C1CCN(Cc2nccs2)CC1)c1ccccc1 (configuration not stated)	-5%	-8%	2	-4%	2%	1%	0%	-16%	-8%	3%	-1%
8	OCC(O)[C@@H](O[C@H]1O[C@H](CO)[C@@H](O)[C@H](O)[C@H]1O)[C@H](O)[C@@H](O)CO (some centres not stated)	/	/	9	/	-7%	-5%	-4%	/	-21%	-1%	-2%
9	COc1ccc(C2c3[nH]c4ccccc4c3C[C@H]3C(=O)N(c4ccccc4C(=O)N4CCC[C@@H]4C(=O)O)C(=O)N23)cc1 (some centres not stated)	/	/	13	/	-2%	-1%	0%	/	5%	2%	1%
10	Cc1cc(C(=O)N/N=C/c2ccc3c(c2)OCO3)c(C)o1	-44%	1%	21	1%	?	10%	3.2µM*	?	0%	6µM*	?
11	Cc1ccc2cccc(OCCOCCOc3ccccc3Br)c2n1	0%	-11%	-3	-27%	-8%	-2%	-1%	?	-11%	-7%	-1%
12	CN(CC(=O)Nc1cccc(F)c1)CC(=O)NC(c1ccccc1)c1ccccc1	/	/	-11	/	-1%	-7%	0%	/	-11%	-1%	0%
13	CCOc1ccc(S(=O)(=O)N2CCCC(C(=O)NCc3ccccc3)C2)cc1 (configuration not stated)	-2%	?	13	4%	-13%	?	2%	5%	-17%	5%	-2%
14	CSCCC(NC(=O)COc1ccccc1)C(=O)OCCOc1ccc(Br)cc1 (configuration not stated)	/	/	-4	/	-3%	-6%	-4%	/	25%	-1%	-1%
15	CCn1cc(C(=O)Nc2ccc(C)cc2C)c(=O)c2ccc(C)nc21	-2%	-6%	/	0%	-3%	1%	-5%	2%	/	1%	-13%

Reprinted from the part before: five compounds, followed by the next part.
No.	SMILES	PKM2 activator	Menin-MLL TR inh	Giardia kill	VP16 counter	ELG1 genotoxic	p53 reactivator	Rab9 promoter act	RORgamma inh	BRCA1 expr up	FLuc modulator	NPC1 prom act
11	Cc1ccc2cccc(OCCOCCOc3ccccc3Br)c2n1	0%	-11%	-3	-27%	-8%	-2%	-1%	?	-11%	-7%	-1%
12	CN(CC(=O)Nc1cccc(F)c1)CC(=O)NC(c1ccccc1)c1ccccc1	/	/	-11	/	-1%	-7%	0%	/	-11%	-1%	0%
13	CCOc1ccc(S(=O)(=O)N2CCCC(C(=O)NCc3ccccc3)C2)cc1 (configuration not stated)	-2%	?	13	4%	-13%	?	2%	5%	-17%	5%	-2%
14	CSCCC(NC(=O)COc1ccccc1)C(=O)OCCOc1ccc(Br)cc1 (configuration not stated)	/	/	-4	/	-3%	-6%	-4%	/	25%	-1%	-1%
15	CCn1cc(C(=O)Nc2ccc(C)cc2C)c(=O)c2ccc(C)nc21	-2%	-6%	/	0%	-3%	1%	-5%	2%	/	1%	-13%
16	COC(=O)c1sccc1NC(=O)Cn1nnc(-c2ccc(C)cc2)n1	11%	16%	-10	-5%	-5%	10%	3%	1%	-3%	-1%	-1%
17	Nc1[nH]c(N=NC(=O)c2ccccc2)c2ccccc12	-2%	0%	-6	?	?	?	1.1µM*	8.9µM*	34%	4.8µM*	1.8µM*
18	CN(C)c1ccc(C(=O)NN2C(=O)c3ccccc3C2=O)cc1	-7%	-6%	3	-8%	0%	-1%	-2%	10%	-1%	-12%	-2%
19	CC1Cc2ccccc2N1CC(=O)NC(c1ccccc1)c1ccccc1 (configuration not stated)	-9%	8%	8	-9%	-1%	8%	-8%	2%	-94%[inhibitor]	0%	-1%
20	CCCC[N+](C)(C)CCC(=O)NC(C)(C)CS(=O)(=O)[O-]	9%	17%	-18	-10%	-1%	7%	-6%	10%	24%	6%	0%
21	O=C(O)C1CC=CCC1C(=O)Nc1cc(Cl)ccc1Cl (configuration not stated)	-10%	-11%	-8	1%	-1%	0%	-1%	-13%	-11%	-2%	-1%
22	CCCC1=C(C(=O)OCC)C(c2ccc(N(C)C)cc2)n2ncnc2N1 (configuration not stated)	2%	4%	14	-6%	0%	-7%	-7%	-33%	-41%	-2%	-2%
23	Cc1cc(Cl)ccc1NC(=O)CSc1nnc(Cc2cccs2)n1Cc1ccco1	22%	8%	-8	?	-13%	-10%	-11%	3%	-14%	1%	-1%
24	O=C(N/N=C/C=C/c1ccccc1)C1CC1(c1ccccc1)c1ccccc1 (configuration not stated)	-1%	0%	-4	?	8%	10%	-5%	8.9µM*	-2%	0%	-1%
25	CCCCOc1ccc(OCCNC(=O)C2CCCN2C(=O)Nc2ccccc2)cc1 (configuration not stated)	/	0%	2	-15%	0%	-4%	0%	22%	-12%	-6%	-3%
26	O=C(O)c1cc(S(=O)(=O)N(Cc2ccccc2)c2ccccc2Cl)ccc1Cl	/	47%[activator]	-8	0%	-1%	4%	-4%[1.84 µM]	-7%	-25%	1%	-6%
27	CCOC(=O)c1ccc2nc(C)c(CCC(C)=O)c(Cl)c2c1	-2%	-3%	3	-8%	?	24%	?	2%	?	?	?
28	CCN(CC)C1=NS(=O)(=O)c2cc([N+](=O)[O-])ccc21	5%	-8%	-5	-2%	-2%	4%	23%	?	-28%	-1%	-1%
29	Cc1c(C(=O)N/N=C/c2cccs2)nnn1-c1nonc1N	-1%	-18%	-10	?	11%	5%	10%	11µM*	32%	?	11%
30	CCOC(=O)c1ccccc1NC(=O)CN1C(=O)c2ccccc2S1(=O)=O	0%	-4%	-1	4%	-1%	3%	3%	-7%	2%	0%	0%
31	CC(C)NS(=O)(=O)c1ccc(OCC(=O)NCc2ccco2)cc1	3%	1%	0	-6%	-1%	-2%	-4%	5%	34%	1%	-8%
32	COC(=O)c1cc2ccccn2c2c(C(=O)OC)c(C(=O)OC)cc1-2	-4%	1%	-8	0%	-10%	4%	5%	0%	11%	-2%	0%
33	CCOc1ccccc1NC(=O)CSc1nnc(CNC(=O)c2ccccc2F)o1	/	/	21	7%	5%	-6%	7%	?	-4%	3%	2%
34	CS(=O)(=O)NNC(=O)CN1C(=O)C2C3C=CC(C3)C2C1=O (configuration not stated)	-4%	-1%	-14	-13%	2%	-1%	-3%	-12%	3%	0%	0%
35	O=C(NCc1ccc(F)cc1)c1cnc(-c2ccccn2)nc1C(F)(F)F	-13%	0%	8	4%	2%	-3%	-5%	23%	0%	-2%	2%
36	COCCn1c(=NC(=O)c2cc(Cl)sc2Cl)sc2cc(S(N)(=O)=O)ccc21	1%	21%	-14	-15%	7%	-9%	-1%	38%	-33%	-16%	-2%
37	CC(C)(C)OC(=O)N1CCC(NC(=O)c2[nH]cnc2C(=O)Nc2ccccc2)CC1	/	/	0	/	-2%	-15%	-1%	/	-56%	-1%	0%

Only part of the results is shown. The share of hits here may be higher or lower than overall.
